Screens (PubChem BioAssay)
TNAP activation fold – human TNAP enzyme activators, primary screen, biochemical, luminescent, no phosphate acceptor, uHTS (AID 1001) | hit rate 0.03% among 200,000 | purified TNAP, luminescent activation assay, no phosphate acceptor; higher activation fold means a stronger effect | activation fold at 20 µM; hits with a dose series show EC50 in µM | Alkaline phosphatase, tissue-nonspecific isozyme (Homo sapiens); in the data active = activation fold from about 3, or a potency from the dose series; inactive = the rest, 99 in 100 with activation fold below about 1.6; note: many of its hits are not listed in these tables
Myeloid diff 2 – induction of myeloid progenitor differentiation, primary screen, cell-based, flow cytometry, MLPCN library. ER-HoxA9 myeloid progenitors, lysozyme-GFP differentiation. calls only at 10 µM. hit rate 1% among 360,000;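 active = normalized GFP-positive differentiation at or above the plate's own cutoff, the solvent-only control mean plus 3 SD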;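 note: cells exposed to compound for four days before flow analysis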
Dynein transport – inhibitors of GR-EGFP nuclear translocation, primary screen, dynein cargo transport inhibitor project, imaging, high-content, 3617.4 mouse cells; AID 1381, 2008; hit rate 0.47% among 220,000; z-score, hits read low; test concentration mostly 20 µM; stimulated with dexamethasone, 1 µM; hits give low values;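 active = plate z-score of nuclear minus cytoplasmic receptor signal below a set negative limit, without overly bright fluorescence or cell loss, cut at about -3.5 in these data, passing the limit was not always enough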;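 note: z-score of nuclear minus cytoplasmic ring GR-EGFP intensity difference per well; some compounds called inactive have numbers as strong as hits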
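Buffer or medium: tet-free, stripped-serum medium; Also added: dexamethasone, 1.0 µM final; Technique: high-content fluorescence imaging after fixation; Times: 48 h induction, 1 h compound, 30 min dex at 37 °C; Read-out: per-cell GR-EGFP intensity, nucleus versus surrounding cytoplasmic ring, well-averaged.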
Lipid droplet – inhibitors of hepatocyte lipid droplet formation, primary screen, imaging, high-throughput imaging, BODIPY stain; AML12 mouse hepatocytes, oleate lipid droplets; inhibition, % at 6.5 µM; hit rate 0.4% among 240,000;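 active = lipid droplet intensity inhibited by at least 50%, with more than 500 cells counted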
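Assay system: AML12 mouse liver cells | Compound dosing: One dose, 6.5 µM compound | Read-out basis: Droplet intensity reduction, % inhibition | Measured by: Fluorescence imaging, 20x objective, two fields per well | Schedule: Overnight treatment with compound plus oleate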
T cell modulator – modulators of CD8 T cell-vesicle binding, primary screen, mouse 2C CD8+ T cells, flow cytometry; 2C CD8+ T cell-vesicle binding; hits give low values; calls only at 7 µM; hit rate 0.068% among 330,000; AID 2052, 2009;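 active = response, share of CD8 T cells binding vesicles, and their 90th percentile fluorescence all below set limits, cut at about 80% in these data, passing the limit was not always enough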
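Material: 2C TCR transgenic mouse naive CD8+ T cells, MACS-purified. Also added: QL9-charged Drosophila Ld/ICAM-1/B7-1 vesicles. Timing: binding 1.5 h at 37 °C. Measured by: high-throughput flow cytometry with anti-B7-1 and anti-CD8 staining. Read-out: percent CD8+ FL2 mean versus row control. Controls: Unloaded micro-vesicles (low), QL9 vesicles with 0.7% DMSO (high).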
b-catenin transl – modulators of beta-catenin nuclear translocation, primary screen, imaging, HeLa cells, immunofluorescence, high-content; hit rate 0.3% among 190,000; AID 1665, 2009; nuclear translocation activity, % at 5 µM;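 active = nuclear translocation activity above 50% at 5 µM, with a well cell count of 50 or more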;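 note: per-cell ratio of nuclear to cytoplasmic median beta-catenin stain intensity; plate controls were DMSO negative control for no effect and GSK-3 inhibitor IX positive control for full effect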
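Test system: human HeLa cells, native beta-catenin. Compound dosing: 5 µM primary single dose, 0.1% DMSO, 0.02–20 µM confirmation series. Incubation: compound exposure 24 h at 37°C. Detection: beta-catenin immunostaining with DAPI counterstain, 20x imaging, 6 fields/well. Read-out basis: Nuclear/cytoplasmic beta-catenin signal ratio, % activation.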
MT stabilize HCS – microtubule stabilizers in HeLa cells, primary screen, imaging, high-content imaging; HeLa tubulin immunostaining HCS, 24 h; share of cells brighter than vehicle mean+2SD; % tubulin-high responders, % at 10 µM; hit rate 0.83% among 200,000; AID 2205, 2009;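 active = plate Z-score above 3 for both tubulin-high and condensed-nucleus cell shares, with cell loss under 80%, at 10 µM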;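 note: anti alpha tubulin signal scored within the nucleus-defined area of each cell; some results filed as inactive read as strong as hits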
PMI inhibitors – inhibitors of human PMI, primary screen, biochemical, fluorescence intensity, coupled assay (AID 1209); Mannose-6-phosphate isomerase (Homo sapiens); purified PMI enzyme, coupled fluorescence intensity; higher % means a stronger effect; inhibition, % at 20 µM; hits with a dose series show IC50 in µM; hit rate 0.42% among 190,000; in the data active = inhibition above about 50%;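 note: plate controls were DMSO vehicle for no effect and wells lacking substrate for full effect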
Insulin prom up – insulin promoter activators in MIN6 cells, imaging, high-content screening, mouse beta cells. MIN6 insulin promoter-GFP reporter; hits give high values. z-score at 5 µM. AID 1625, 2009. hit rate 0.3% among 190,000;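 active = z-score above 3 at 5 µM with at least 500 cells counted in the well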
Dynein transport cytoplasmic EGFP – recorded beside Dynein transport, whose call it bears; z-score; measured here: cytoplasmic GR-EGFP intensity; hits give high values
Dynein transport nuclear GR-EGFP – recorded beside Dynein transport, whose call it bears; z-score; measured here: nuclear GR-EGFP intensity;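 lower value marks the stronger effect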
Dynein transport cell count – second read-out of Dynein transport, no call of its own (marks repeat the call); z-score; measured here: cell count per field
Insulin prom up cell count – recorded beside Insulin prom up, whose call it bears; cell count; measured here: cytotoxicity, nuclei count;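 total cells summed across four imaged fields per well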
Lipid droplet cells 6.5 µM – second read-out of Lipid droplet, no call of its own (marks repeat the call); cell count; measured here: cell count, cytotoxicity flag;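 cells counted across two imaged fields per well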
b-catenin transl cell count 5 µM – second read-out of b-catenin transl, no call of its own (marks repeat the call); cell count; measured here: cell count, cytotoxicity flag
T cell modulator vesicle-bound % – further read-out of T cell modulator, marked with its call; double positive events, %; measured here: CD8+ vesicle-bound cell fraction;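 binding gate set so that unloaded-vesicle control wells show 10% double positive cells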
MT stabilize HCS Hoechst-high % – also measured in MT stabilize HCS; calls as there; % Hoechst-high responders; measured here: nuclear condensation Hoechst responders;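 share of cells brighter than vehicle mean plus two SD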
MT stabilize HCS cytotoxicity % – recorded beside MT stabilize HCS, whose call it bears; toxicity, %; measured here: cytotoxicity by cell density;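 0% = mean cell density of plate MIN control wells and 100% = no cells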
Myeloid diff 2 GFP+ MAC1+ % – also measured in Myeloid diff 2; calls as there; GFP+ MAC1+ double positive, %; measured here: differentiation confirmed by MAC1 staining
Active calls of the source: *; i = inactive; . = not tested or not shown.

SMILES	TNAP activation fold	Myeloid diff 2	Myeloid diff 2 GFP+ MAC1+ %	Dynein transport	Dynein transport cytoplasmic EGFP	Dynein transport nuclear GR-EGFP	Dynein transport cell count	Lipid droplet	Lipid droplet cells 6.5 µM	T cell modulator	T cell modulator vesicle-bound %	b-catenin transl	b-catenin transl cell count 5 µM	MT stabilize HCS	MT stabilize HCS Hoechst-high %	MT stabilize HCS cytotoxicity %	PMI inhibitors	Insulin prom up	Insulin prom up cell count
COc1ccc(C(=O)Nc2ccccc2-c2nnn(CC(=O)NCc3ccco3)n2)cc1	1.2	i	2.0	0.4	-0.16	0.04	-0.14	.	.	i	41	-1.5	896	3.9	2.7	5.5	3%	0.34	1277
CCOC(=O)C/C(C)=N/NC(=O)CN(c1ccc(Br)cc1)S(=O)(=O)c1ccccc1	1	i	0.5	2.2	0.026	1.3	-1.5	-11	694	i	55	-2.8	922	1.6	2.8	10	-7%	.	.
O=C(c1cccc(C(=O)N2CCc3ccccc32)n1)N1CCc2ccccc21	1.1	i	1.1	0.94	-0.19	1.4	-0.5	.	.	i	33	-2.6	920	2.6	0.9	0.8	11%	0.93	1111
Cc1ccc(S(=O)(=O)N2CCCC2C(=O)Nc2nccs2)cc1 (stereo not drawn)	1.2	i	1.2	-0.062	-0.18	-0.039	0.35	.	.	i	9	-0.1	1174	2.6	3.1	9.3	-10%	0.49	1330
O=C(CCCn1c(SCc2cccc([N+](=O)[O-])c2)nc2ccccc2c1=O)NCC1CCCO1 (stereo not drawn)	1	i	0.4	1.4	-0.064	0.89	-1.7	-60	719	i	36	.	.	5.8	1.7	2.6	-6%	-1	1198
CCn1cc(C(=O)Nc2cc(C)ccc2C)c(=O)c2ccc(C)nc21	1.1	.	.	-0.75	-0.089	-0.5	-0.47	0	727	i	30	-0.7	1557	1.8	2.2	5.7	.	-0.35	1032
CCOC(=O)C1=C(C)NC2=C(C(=O)c3ccccc32)C1c1cccc2ccccc12 (stereo not drawn)	.	i	0.3	-2.9	0.15	-0.94	-0.8	27	668	i	26	0.5	1332	.	.	.	.	-1.4	949
O=C(O)CCCNC(=O)c1cncc(Br)c1	1.1	i	0.7	-0.31	-0.35	0.16	0.12	.	.	i	32	-4.2	1080	2.9	2.8	12	6%	0.13	1484
COc1ccccc1N1CCN(C(=O)C(NS(=O)(=O)c2cccs2)c2ccccc2)CC1 (stereo not drawn)	1.1	i	1.2	0.72	-0.15	0.84	-1.5	.	.	i	48	.	.	3.2	2.2	5.5	9%	.	.
S=c1[nH]nc(COc2ccccc2)n1/N=C/c1cccs1	0.7	i	0.4	-0.34	-0.25	-0.31	0.65	14	721	i	33	3.2	1031	2.7	1.7	9.1	16%	0.12	1391
CCn1c(C(=O)Nc2ccsc2C(=O)OC)cc2sc(Cl)cc21	1.1	i	3.3	1.2	7.9	2.5	-0.5	.	.	i	13	.	.	3.7	2.6	4.8	12%	-0.96	939
O=S(=O)(NCC1OCCc2ccccc21)c1ccc(S(=O)(=O)N2CCOCC2)cc1 (stereo not drawn)	1.1	i	16	-0.79	-0.27	-0.32	0.98	.	.	i	11	-4.3	899	4.8	4.6	11	-1%	-1.6	1214
Cc1cc(C)nc(NS(=O)(=O)c2ccc(NC(=O)CSc3nc4ccccc4[nH]3)cc2)n1	1.2	i	0.2	-0.081	-0.26	-0.45	0.24	0	610	i	38	1.4	908	3.4	3.3	5.0	10%	.	.
COc1ccccc1N1C(=O)CC(Sc2nc(C)cc(C)n2)C1=O (stereo not drawn)	1.1	i	10	-0.16	0.19	0.56	-0.44	20	771	i	53	.	.	1.8	1.4	2.6	0%	-0.67	1128
COc1ccc(NC(=O)COC(=O)C2CCN(S(=O)(=O)c3cccs3)CC2)cc1	1	i	0.1	0.053	-0.33	0.4	-0.5	-2	715	i	38	-0.7	1106	4.1	2.6	4.5	5%	0.65	1127
O=C(O)CCC(=O)N1CCN(c2cccc(Cl)c2)CC1	1.1	i	0.4	-0.67	-0.16	-0.27	-0.17	13	743	i	17	.	.	4.3	2.4	4.4	4%	0.21	1260
Cc1cc(-c2c(C(=O)N3CCOCC3)c(C)nn2-c2ccccc2)no1	.	i	0.8	0.24	-0.32	-0.2	0.49	-39	672	i	37	5.8	873	.	.	.	.	-0.38	1343
CCCS(=O)(=O)c1c(S(=O)(=O)CCC)c2cnccn2c1C(=O)c1ccc(CC)cc1	1.1	i	0.5	0.76	-0.27	0.16	0.16	-61	708	i	38	3.3	499	3.2	2.2	4.9	-4%	.	.
COCc1ccc([C@@H]2C[C@H]3CN(Cc4ccccc4C)C(=O)[C@]34CCCN24)o1	1.1	i	0.2	-0.35	-0.23	-0.36	0.055	-2	672	i	46	2.6	878	4.1	2.8	0.3	9%	.	.
Cc1cccc(-n2ncc3c(N4CCc5ccccc54)ncnc32)c1	1.1	.	.	-0.78	-0.26	-0.26	1.4	.	.	i	5	.	.	1.4	1.6	5.7	-7%	0.82	1013
CCOC(=O)c1c(NC(=O)CSc2ncnc3ccccc23)sc(C)c1C	1.1	i	0.4	-0.25	-0.099	0.53	-2.1	2	716	i	28	.	.	1.7	1.8	2.5	-6%	1.1	1340
O=C(Cc1cccs1)N1CCCC(c2nc3c(nnn3Cc3ccc(F)cc3)c(=O)[nH]2)C1 (stereo not drawn)	1	i	2.4	-1.2	0.023	-0.78	0.039	.	.	i	32	-4.9	887	3.2	1.7	6.1	-6%	-0.05	1248
COc1ccc(OC)c(C(c2nnnn2C2CCCC2)N2CCN(c3ccccc3)CC2)c1 (stereo not drawn)	1.1	i	1.0	0.55	-0.2	0.66	-0.14	.	.	i	47	-7.9	922	2.1	2.7	14	-12%	-2.6	1144
CCN1C(=O)CC(N2CCN(C(c3ccccc3)c3ccccc3)CC2)C1=O (stereo not drawn)	1.1	i	3.3	0.32	-0.2	0.41	-0.8	-2	742	i	60	-4.0	1274	0.9	1.4	3.0	10%	1.4	1281
CC(C)C[C@H](NC(=O)c1nc[nH]c1C(=O)N[C@@H](CC(C)C)C(=O)OC(C)(C)C)C(=O)OC(C)(C)C	.	i	0.6	-0.76	-0.79	-0.34	0.59	-14	726	i	14	-1.4	1224	.	.	.	.	-0.7	877
O=C(Nc1ccc(N2CCOCC2)cc1)c1cnsn1	1.4	i	0.3	-0.97	-0.17	-0.33	0.56	-1	760	.	.	-1.1	1062	2.5	3.3	2.7	2%	-0.42	1287
O=C1Cc2ccccc2Sc2c(OCCN3CCCCC3)cccc21	1	i	1.7	-0.091	-0.25	0.019	0.54	-10	563	i	23	-0.5	984	4.3	1.7	3.7	8%	-0.05	1345
CC(/C=N/NC(=O)CSc1nc(C)cc(C)n1)=C\c1ccccc1	1.1	i	0.0	-0.29	-0.1	-0.054	0.51	8	741	i	36	-0.9	1067	3.7	3.0	13	16%	-0.08	1488
COC(=O)c1cnc(N2CCOCC2)nc1C(F)(F)F	.	i	0.4	0.11	0.064	0.055	0.25	9	728	i	45	0.1	1163	.	.	.	.	-0.34	1053
Cc1ccc(S(=O)(=O)N(C)c2ccc(C)c([N+](=O)[O-])c2)cc1	1.1	i	0.5	0.88	-0.26	0.068	0.27	-19	680	i	45	2.2	1165	1.7	1.2	4.6	-5%	-0.15	1215
CC1CCN(C(=O)Cn2c(SCC(=O)Nc3nccs3)nc3ccccc32)CC1	1.1	i	3.2	-0.31	-0.31	-0.2	0.44	-13	727	i	28	-1.4	1210	6.1	3.2	4.2	15%	-0.01	1316

At a glance, part of the list above:
SMILES	TNAP activation fold	Myeloid diff 2	Myeloid diff 2 GFP+ MAC1+ %	Dynein transport	Dynein transport cytoplasmic EGFP	Dynein transport nuclear GR-EGFP	Dynein transport cell count	Lipid droplet	Lipid droplet cells 6.5 µM	T cell modulator	T cell modulator vesicle-bound %	b-catenin transl	b-catenin transl cell count 5 µM	MT stabilize HCS	MT stabilize HCS Hoechst-high %	MT stabilize HCS cytotoxicity %	PMI inhibitors	Insulin prom up	Insulin prom up cell count
COC(=O)c1cnc(N2CCOCC2)nc1C(F)(F)F	.	i	0.4	0.11	0.064	0.055	0.25	9	728	i	45	0.1	1163	.	.	.	.	-0.34	1053
Cc1ccc(S(=O)(=O)N(C)c2ccc(C)c([N+](=O)[O-])c2)cc1	1.1	i	0.5	0.88	-0.26	0.068	0.27	-19	680	i	45	2.2	1165	1.7	1.2	4.6	-5%	-0.15	1215
CC1CCN(C(=O)Cn2c(SCC(=O)Nc3nccs3)nc3ccccc32)CC1	1.1	i	3.2	-0.31	-0.31	-0.2	0.44	-13	727	i	28	-1.4	1210	6.1	3.2	4.2	15%	-0.01	1316
